TSHR antag: human thyrotropin receptor antagonism | P16473 | TSHR-expressing cells, TSH-stimulated cAMP HTRF, 2 h; hits give low values | activity change, negative = inhibition, % at 11.5 µM | 0.2% of 330,000 active | AID 504810;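 active = activity change below a set negative limit, meaning inhibition stronger than a set level, cut at about -70% in these data; inconclusive = activity change between two set negative limits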; also: % is scaled to controls: 0 for no effect and ±100 for the full control effect
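TSHR-expressing cells, 200/well, pre-treated with compound, then stimulated with EC80 TSH (4nM final) for 2 hours at 37 deg C. cAMP measured by competitive HTRF: anti-cAMP cryptate antibody in lysis buffer plus cAMP-d2, read after 30 minutes at room temperature.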
PTAP TSG101 blk: blocks PTAP/TSG101 interaction to inhibit HIV-1 budding | AID 493005 | 340,000 tested, under 10 active | Fluorescence polarization, FITC-PTAP peptide / Tsg101 binding | Potency, µM (highest dose often 115 µM), for the others: at the top dose activity change, negative = inhibition, most hits filed as inhibitors; active = well fitted inhibition curve with a large enough effect in the main read-out, with a control signal flat, not every such curve was filed as active; inconclusive = small, poorly fitted or top-dose-only effect, or effect the other way, or a change in a side signal; inactive = no such curve, though single readings can be large or run the other way; also: potency is read from the fitted curve at half-maximal effect; % of control where 0% means no effect
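FP read-out: FITC-PTAP peptide, 50 nM final, binding Tsg101 binding domain, 10 uM final; 20 min, r.t.; 10 mM HEPES pH 7.5, 0.15 M NaCl, 0.01% Tween 20, 3 mM EDTA, 0.1 mM TCEP.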
a7 integrin act: integrin-mediated muscular dystrophy alleviation activation; 0.064% of 350,000 active; Potency, µM (doses to about 38.3 µM), without a hit: at the top dose activation, hits mostly activators; AID 624291; alpha7betagal myoblasts, beta-gal FDG fluorescence, 48 h;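 also: potency is read from the fitted curve at half-maximal effect; 100% = response of the positive control SU9516; nearly all actives have a fitted effect of over 60% in size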
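Alpha7betagal+/- myoblasts (passage 13) were plated 16-24 hr, then exposed to compounds (1:260 dilution of DMSO stock) for 48 hours at 37C. After MPER lysis, β-galactosidase reporter activity was read as FDG fluorescence (ex 480/em 540) after 30 minutes.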
Menin-MLL TR inh: inhibitors of human menin-MLL interaction, mutant MLL peptide | Menin + Texas Red MLL mutant peptide, fluorescence polarization | Potency, µM (top dose mostly 61.6 µM), inactives show at the highest dose FP activity change, negative = inhibition, actives largely listed as inhibitors | 0.23% of 270,000 active | AID 1768; active = well fitted inhibition curve with a large enough effect in the polarisation, with a control signal flat, not every such curve was filed as active; inconclusive = small, poorly fitted or top-dose-only effect, or effect the other way, or a change in a side signal; inactive = no such curve, though single readings can be large or run the other way; the % refers to the polarisation; also: potency is read from the fitted curve at half-maximal effect; % of control where 0% means no effect; many of its hits are not listed in these tables
MBNL1 CUG block: inhibitors of human MBNL1 binding to CUG repeat RNA | Q9NR56 | TR-FRET MBNL1-His/biotin-(CUG)12 binding, 665/545 ratio | Potency, µM (titrated, usually from 57.5 µM), without a hit: at the top dose activity change, negative = inhibition, hits mostly inhibitors | 0.036% of 280,000 active; active = well fitted inhibition curve with a large enough effect in the signal ratio, with a control signal flat, not every such curve was filed as active; inconclusive = small, poorly fitted or top-dose-only effect, or effect the other way, or a change in a side signal; inactive = no such curve, though single readings can be large or run the other way; the % refers to the signal ratio; also: potency is read from the fitted curve at half-maximal effect; % is scaled to controls: 0 for no effect and ±100 for the full control effect
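His-tagged MBNL1 binding to biotinylated (CUG)12 RNA was measured by TR-FRET using terbium anti-His antibody (0.055 ng/ul final) and streptavidin-XL665 (5 nM final). Compounds were titrated 92 nM to 58 uM; 60 min at room temperature.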
AT treatment: potential ataxia-telangiectasia treatment | […] A-T fibroblasts, KAP-1 phosphorylation AlphaLISA; neocarzinostatin DNA damage 30 min before lysis | Potency, µM (highest dose often 57.5 µM), inactives show at the highest dose activation, hits mostly activators | 0.19% of 320,000 active | AID 485349; also: potency is read from the fitted curve at half-maximal effect; % of control where 0% means no effect; nearly all actives have a fitted effect of over 45% in size
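ATM-like activity read as KAP-1 phosphorylation via AlphaLISA donor/acceptor antibody pairs after lysis and 6 hr at 25C. Cells were ATM-null patient fibroblasts ([…], hTERT), dosed 60 min, then exposed to the DSB inducer NCS for 30 min.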
Mito fusion act: blocks mitochondrial division or promotes mitochondrial fusion. S. cerevisiae fusion-defective mutant growth rescue, CellTiterGlo 48 h. Potency, µM (top dose mostly 46.1 µM), for the others: at the highest dose growth rescue (activation), hits mostly activators. 0.23% of 320,000 active. AID 485298;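 also: potency is read from the fitted curve at half-maximal effect; % of control where 0% means no effect; nearly all actives have a fitted effect of over 45% in size; temperature-sensitive fusion mutants such as fzo1-1 at 37 °C on non-fermentable ethanol glycerol medium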
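Read-out: ATP-based luminescence (CellTiterGlo, 10 min ambient) reporting growth of fusion-defective ts yeast after 48 hours at 37C on glycerol/ethanol YPEG medium in the presence of compound.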
CXXC DNA block: MLL CXXC-DNA interaction inhibition; 0.037% of 290,000 active; MLL-CXXC / FITC-HOXA9 DNA fluorescence polarization; Potency, µM (titrated, usually from 115 µM), without a hit: at the top dose activity change, negative = inhibition, most hits filed as inhibitors; active = well fitted inhibition curve with a large enough effect in the polarisation, with a control signal flat, not every such curve was filed as active; inconclusive = small, poorly fitted or top-dose-only effect, or effect the other way, or a change in a side signal; inactive = no such curve, though single readings can be large or run the other way; the % refers to the polarisation; also: potency is read from the fitted curve at half-maximal effect
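Purified MLL-CXXC (added from a 7 uM solution) was preincubated 5 min at ambient with pinned compounds in 50 mM Tris-HCl pH 7.5, 50 mM NaCl, 1 mM DTT, 0.05% BSA. Fluorescein-labeled HOX-A9 DNA (50 nM solution) followed, 30 min, then polarization read.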
S-ASM inh: blocks human secretory acid sphingomyelinase. Potency, µM (doses to about 57.5 µM), without a hit: top-dose activity change, negative = inhibition, most hits filed as inhibitors. placental ASM, HMU-PC fluorogenic substrate, 60 min. 0.006% of 340,000 active; also: potency is read from the fitted curve at half-maximal effect
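HMU-PC0 cleavage (9 uM final) by human placental ASM, 60 min at 37 °C following 10 min compound exposure at RT; stopped at pH 10, fluorescence Ex 386/Em 447 nm.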
TCR act: activators of T cell receptors. Potency, µM (series often up to 9.22 µM), for the others: at the top dose activation of IL-2 secretion, usual class: activators. AID 504894. primary human leukocytes, anti-CD3, IL-2 HTRF, 48 h. 330,000 tested, under 10 active; also: % of control where 0% means no effect
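Primary human leukocytes receive a-CD3 beads and test compound and are incubated 48 hr. Secreted IL-2 is then assayed by HTRF, measuring 665nm acceptor emission after 320nm excitation of the europium donor.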
The depositor's hits bear a star; i = inactive; ? = inconclusive; · = no result given; [ ] = remark or other dose. Unless noted, calls follow the shape of the dose curve; as a rule, active = well fitted curve in the direction sought with a large enough effect; inconclusive = small, poorly fitted or top-dose-only effect, or another doubt; inactive = no such curve, though single readings can be large; an effect the other way counts as inactive or inconclusive. These rows are one share of the data; rates above refer to the full screens.

SMILES	TSHR antag	PTAP TSG101 blk	a7 integrin act	Menin-MLL TR inh	MBNL1 CUG block	AT treatment	Mito fusion act	CXXC DNA block	S-ASM inh	TCR act
O=C(CNS(=O)(=O)c1ccc(Br)cc1)NCc1cccnc1	4	0%	0%	·	-6%	1%	-1%	16%	0%	11%
O=C(CSc1n[nH]c(=O)[nH]c1=O)Nc1cccc(S(=O)(=O)N2CCOCC2)c1	1	-5%	25%	-3%	·	7%	12%	4%	-2%	-4%
CN(c1ccccc1)S(=O)(=O)c1ccc(C(=O)N2CCCC2)cc1	-14	1%	12%	·	·	3%	7%	·	4%	-1%
COc1ccc(NC(=O)N2CCC(C(=O)c3ccc(F)cc3)CC2)cc1	-2	-7%	-37%	9%	-1%	-6%	2%	0%	-1%	-2%
C/C(=N\NC(=S)Nc1c(C)cccc1C)c1ccc(O)cc1	1	0%	-35%	·	-5%	-27%	2%	-4%	-1%	-9%
COc1ccc(NC(=O)CN2CCCC(C)C2)c([N+](=O)[O-])c1 (stereo not drawn)	0	-11%	0%	2%	40%[activator]	0%	0%	-12%	-15%	·
Cc1ccc(S(=O)(=O)NCCc2nnc3ccc(SCC(=O)Nc4nc5ccccc5s4)nn23)cc1	-2	·	·	15%	2%	-12%	-5%	-8%	·	4%[46.1 µM]
COc1cccc(C2/C(=C(\O)c3ccc4c(c3)OCCO4)C(=O)C(=O)N2c2nnc(C)s2)c1 (stereo not drawn)	7	-6%	26%	·	22%	11%	1%	-2%	-2%	1%
CCCCSc1nnc(CSc2ncccn2)n1C	9	-2%	0%	-10%	3%	-7%	8%	7%	4%	2%
COc1cc2c(cc1OC)CN(C(=O)CN1C(=O)NC3(CCCCC3C)C1=O)CC2 (stereo not drawn)	-11	0%	-16%	·	·	-1%	0%	·	0%	0%
COc1ccc(OC)c(NC(=O)CCCN2C(=S)NC(C)(C)CC2C)c1 (stereo not drawn)	-5	-1%	1%	-1%	·	-6%	0%	1%	·	2%
O=C(Cc1coc2cc(O)ccc12)NNC(=O)c1cccs1	33	-1%	-15%	·	·	-6%	·	·	2%	10%
CCn1nnc(NC(=O)COc2cc(C)ccc2C(C)C)n1	12	-12%	7%[7.66 µM]	0%	-13%	-3%	1%	13%	-3%	1%
COc1ccc(S[C@@H](CCN2CC[C@H](O)CCC2=O)c2ccccc2)cc1	15	1%	-11%	·	·	-3%	-3%	·	1%	0%
CCc1nc(CN(C)C(=O)C2CCC(=O)N(CCc3cccc(F)c3)C2)no1 (stereo not drawn)	11	-1%	25%	·	-5%	9%	0%	-5%	1%	2%
N#CC1=C(N)N=C(SCc2ccccc2)C(C(N)=O)C12CCCCC2 (stereo not drawn)	18	-6%	-22%	1%	?	-4%	-16%	-3%	-9%	-5%
COc1ccc2[nH]c3c(c2c1)CCN1C(=O)C(CC(=O)NCCN2CCOCC2)C[C@H](C(=O)N2CCCCC2)[C@@]31CCc1ccccc1 (stereo partly drawn)	14	-1%	-5%	·	·	5%	·	·	4%	2%[46.1 µM]
CCOC(=O)N1CCN(CC(O)COc2ccccc2[N+](=O)[O-])CC1 (stereo not drawn)	5	-5%	-9%	-13%	-1%	40%	-8%	11%	2%	4%
O=C(CCCC(=O)c1ccccc1)Nc1ccc(F)cc1	2	0%	0%	?	-7%	1%	5%	-4%	-2%	12%
Cc1ccc2[nH]c(C(=O)N3CCN(c4cccc(Cl)c4)CC3)cc2c1	16	1%	-18%	-8%	-7%	7%	4%	-5%	-3%	5%
Cc1ccc(N=c2oc3cc(O)ccc3cc2C(N)=O)cc1	-6	3%	34%	?	?	2%	-12%	44%[activator]	i	19%
CCC(C(=O)NC1CCCCC1)n1c2ccccc2c2nc(=O)cc(C)n21 (stereo not drawn)	1	3%	14%	·	1%	-6%	4%	-6%	-2%	-2%
COc1ccc(C(=O)n2nc(C)cc2C)cc1Br	2	-1%	?	·	-2%	2%	0%	-4%	1%	3%
COc1ccc(NC(=O)CN(C)C(=O)c2ccc(=O)[nH]c2)cc1	11	-4%	7%	-2%	-10%	1%	27%	16%	-12%	10%
CCOC(=O)c1cccc(Nc2ncnc3ccccc23)c1	-10	-3%	0%	-2%	-8%	4%	6%	6%	-1%	3%[46.1 µM]
Cc1nn(CC(=O)O)c(C)c1Cl	5	-5%	-11%	1%	-3%	4%	-1%	-4%	2%	·
COCCOC(=O)/C(C#N)=C/c1cn(Cc2ccccc2)nc1-c1cccnc1	-3	-6%	20%	-11%	?	0%	6%	-7%	0%	-1%
O=C1c2ccccc2CC1(Cc1ccccc1)Cc1ccccc1	-29	-1%	-26%	-11%	-7%	23%	16%	-4%	-4%	-3%[46.1 µM]
O=C(CCc1nnc2ccc(N3CCC4(CC3)OCCO4)nn12)Nc1cc(F)ccc1F	23	-9%	31%	·	1%	12%	-2%	-12%	3%	0%
CC1(C)CC(C(=O)Nc2nccs2)CCO1 (stereo not drawn)	-9	-5%	17%	17%	-3%	-2%	-6%	3%	1%	4%
CCN1C(=O)c2ccccc2S(=O)c2ccc(C(=O)N3CCOCC3)cc21 (stereo not drawn)	0	-8%	13%	·	-7%	-5%	-1%	2%	6%	6%
COC(=O)CN1C(=S)N(c2ccc(Cl)cc2)C(=O)C1CC(=O)Nc1ccc(Cl)cc1 (stereo not drawn)	15	0%	2%	?	?	6%	1%	?	?	-5%
O=C(c1cc(Br)c(Br)s1)N1CCN(c2ccccn2)CC1	21	0%	4%	·	-3%	-30%	1%	-3%	-1%	1%
Cc1ccc(NC(=O)N2CCC(C(N)=O)CC2)cc1	0	-8%	35%	1%	-1%	8%	-3%	1%	4%	0%
O=S(=O)(c1ccc(Cl)cc1)N1CCN(C(=S)NCC2CCCO2)CC1 (stereo not drawn)	-7	·	45%	6%	1%	4%	2%	?	3%	8%
Cc1ccnc(SCc2cc(=O)c(OC(=O)c3ccc(S(=O)(=O)N(C)C)cc3)co2)n1	-14	1%	0%	9%	4%	2%	2%	1%	0%	3%[46.1 µM]
O=C1NC(=Nc2ccc(Cl)cc2)SC1Cc1cc(Cl)ccc1Cl (stereo not drawn)	-1	-9%	5%	?	·	1%	5%	-3%	4%	0%[46.1 µM]
CCCCn1c(N)c(N(CCOC)C(=O)c2cc(-c3ccc(C)cc3)nc3ccccc23)c(=O)[nH]c1=O	13	-12%	2%	·	·	-10%	-5%	·	17%	4%
CCCn1c(=O)c2ccccc2n2c(SCC(=O)c3ccccc3)nnc12	-8	0%	1%	-30%	-1%	0%	-4%	-8%	-2%	-1%
O=C(c1ccc(=O)[nH]n1)N1CCN(S(=O)(=O)c2ccc(C(F)(F)F)cc2)CC1	-1	-7%	-9%	·	·	-3%	1%	·	-1%	·
Cc1ccccc1NC(=O)C1c2cccc[n+]2CC(=O)N1Cc1ccc2c(c1)OCO2 (stereo not drawn)	3	1%	14%	-19%	-4%	-6%	28%	-3%	2%	3%
Cc1ccc(CNCc2cccnc2)s1	5	1%	1%	-1%	2%	5%	-3%	-3%	7%	1%
COc1ccc(CC(=O)NNC(=S)Nc2ccc(Br)cc2)cc1	-4	-5%	-19%	0%	-2%	·	-1%	3%	2%	1%
O=c1cc(C(F)(F)F)[nH]c2c(OC(F)(F)F)cccc12	-32	-1%	?	·	·	1%	?	1%	-1%	-67%
Cc1cc(C)n(CCC(=O)N=Nc2c(O)[nH]c3ccc(Br)cc23)n1	4	-3%	-19%	·	?	1%	-4%	2%	-6%	-5%
CC1CCN(CCOCCOc2ccc(Cl)cc2Br)CC1	-8	-4%	-57%[inhibitor]	-24%	-11%	1%	6%	2%	0%	-17%
O=C(CC1S/C(=N/N=C/c2cccnc2)NC1=O)Nc1ccccc1 (stereo not drawn)	-7	-1%	-11%	18%	14%	1%	13%	17%	-1%	-3%
COCCN(C(=O)CCC(=O)Nc1cc(C)on1)C(C(=O)NC(C)(C)C)c1ccc(OC)cc1 (stereo not drawn)	-4	0%	?	1%	1%	2%	5%	-3%	-1%	-1%
CC1=CC(c2ccccc2)n2nc(N)nc2N1 (stereo not drawn)	·	0%	7%	·	·	·	·	·	i	0%
CCCCN=C1NN=C(c2ccc3c(c2)OCCO3)CS1	7	0%	-31%[inhibitor]	16%	5%	-2%	1%	7%	-3%	4%

Source: PubChem
